MLL CXXC-DNA inh – qHTS Fluorescence Polarization Assay for Inhibitors of MLL CXXC domain - DNA interaction | Histone-lysine N-methyltransferase 2A (Homo sapiens), Q03164 | MLL-CXXC / FITC-HOXA9 DNA fluorescence polarization | Potency, µM (titrated, usually from 115 µM), inactives show at the highest dose activity change, negative = inhibition, actives largely listed as inhibitors | 0.037% of 290,000 active; active = well fitted inhibition curve with a large enough effect in the polarisation, with a control signal flat, not every such curve was filed as active; inconclusive = small, poorly fitted or top-dose-only effect, or effect the other way, or a change in a side signal; inactive = no such curve, though single readings can be large or run the other way; the % refers to the polarisation; also: potency is read from the fitted curve at half-maximal effect
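Fluorescence polarization: 7 uM MLL-CXXC (stock) preincubated 5 min with compounds, then 50 nM fluorescein-HOX-A9 DNA (stock) added; 30 min ambient. Buffer 50 mM Tris-HCl pH 7.5, 50 mM NaCl, 1 mM DTT, 0.05% BSA.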
B2AR arrestin – qHTS assay of beta-arrestin-biased ligands of beta2-adrenergic receptor. 0.02% of 330,000 active. Beta-2 adrenergic receptor (Homo sapiens), P07550. Potency, µM (series often up to 46.1 µM), inactives show at the top dose activation, hits mostly activators. beta-arrestin recruitment to beta2AR, cell-based reporter;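 also: potency is read from the fitted curve at half-maximal effect; 0% = DMSO controls and full agonism = EC100 isoproterenol or metaproterenol; nearly all actives have a fitted effect of over 65% in size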
PTAP TSG101 blk – qHTS Assay for Iinhibitors of HIV-1 Budding by Blocking the Interaction of PTAP/TSG101 | Tumor susceptibility gene 101 protein (Homo sapiens), Q99816 | Fluorescence polarization, FITC-PTAP peptide / Tsg101 binding | Potency, µM (titrated, usually from 115 µM), inactives show at the highest dose activity change, negative = inhibition, hits mostly inhibitors | 340,000 tested, under 10 active; active = well fitted inhibition curve with a large enough effect in the main read-out, with a control signal flat, not every such curve was filed as active; inconclusive = small, poorly fitted or top-dose-only effect, or effect the other way, or a change in a side signal; inactive = no such curve, though single readings can be large or run the other way; also: potency is read from the fitted curve at half-maximal effect; % of control where 0% means no effect
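FP read-out: FITC-PTAP peptide, 50 nM final, binding Tsg101 binding domain, 10 uM final; 20 min, r.t.; 10 mM HEPES pH 7.5, 0.15 M NaCl, 0.01% Tween 20, 3 mM EDTA, 0.1 mM TCEP.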
ELG1 repair inh – qHTS screen for small molecules that inhibit ELG1-dependent DNA repair in human embryonic kidney (HEK293T) cells expressing luciferase-tagged ELG1; Potency, µM (highest dose often 46.1 µM), for the others: at the top dose activity change, negative = inhibition, hits mostly inhibitors; 2.3% of 330,000 active; HEK293T ELG1-luciferase reporter, luminescence, 16 h; DNA damage induced by 5-fluorouridine; also: potency is read from the fitted curve at half-maximal effect; % is scaled to controls: 0 for no effect and ±100 for the full control effect; nearly all actives have a fitted effect of over 55% in size
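Luminescence from the luciferase reporter, measured 30 min after ONE-Glo reagent at room temperature, was the read-out. Beforehand, 2,000 cells per well were exposed for 16 hr at 37 °C to 5-fluorouridine together with compound or vehicle.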
p53 reactivation – qHTS assay for re-activators of p53 using a Luc reporter | H1299 p53-A138V BP100-luciferase reporter, luminescence, 24 h | Potency, µM (doses to about 92.2 µM), inactives show top-dose activity change, positive = activation, most hits filed as activators | 0.063% of 320,000 active | AID 504706, 2011; also: potency is read from the fitted curve at half-maximal effect; % of control where 0% means no effect; nearly all actives have a fitted effect of over 45% in size
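p53-null H1299 cells stably carrying temperature-sensitive p53-A138V and a BP100-luciferase reporter were pinned with compounds (4-point, 1:5 series) and held 24 hrs at 37 deg C. Luminescence was read 10 min after detection reagent.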
a7 integrin act – qHTS for Activators of Integrin-Mediated Alleviation for Muscular Dystrophy; AID 624291, 2012; 0.064% of 350,000 active; alpha7betagal myoblasts, beta-gal FDG fluorescence, 48 h; Potency, µM (doses to about 38.3 µM), for the others: at the highest dose activation, most hits filed as activators;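 also: potency is read from the fitted curve at half-maximal effect; 100% = response of the positive control SU9516; nearly all actives have a fitted effect of over 60% in size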
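Alpha7betagal+/- myoblasts (passage 13) were plated 16-24 hr, then exposed to compounds (1:260 dilution of DMSO stock) for 48 hours at 37C. After MPER lysis, β-galactosidase reporter activity was read as FDG fluorescence (ex 480/em 540) after 30 minutes.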
AT treatment – qHTS Assay for Identifying a Potential Treatment of Ataxia-Telangiectasia. 0.19% of 320,000 active. Potency, µM (top dose mostly 57.5 µM), without a hit: at the top dose activation, actives largely listed as activators. AID 485349, 2010. […] A-T fibroblasts, KAP-1 phosphorylation AlphaLISA; neocarzinostatin DNA damage 30 min before lysis; also: potency is read from the fitted curve at half-maximal effect; % of control where 0% means no effect; nearly all actives have a fitted effect of over 45% in size
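ATM-like activity read as KAP-1 phosphorylation via AlphaLISA donor/acceptor antibody pairs after lysis and 6 hr at 25C. Cells were ATM-null patient fibroblasts ([…], hTERT), dosed 60 min, then exposed to the DSB inducer NCS for 30 min.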
BRCA1 expr up – qHTS Assay to Identify Small Molecule Activators of BRCA1 Expression; MCF7-BRCA1-FFLuc reporter, luminescence, 48 h; response scale: scaled: vehicle 0%, 10 µM genistein 100%; Potency, µM (highest dose often 46.1 µM), without a hit: at the top dose activation, usual class: activators; 1.1% of 380,000 active; also: potency is read from the fitted curve at half-maximal effect; nearly all actives have a fitted effect of over 80% in size; some results filed as inactive show a strong effect at the top dose
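MCF7-BRCA1-FFLuc, 2000 cells/well; 2 h attach, 37 °C/5% CO2; compound 48 h; luciferase substrate 15 min; luminescence end-point. Norm. to genistein 10 microM max activation and DMSO; concentration-response curves fitted.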
TRPV1 agonist – HTS Assay for Compounds that Act as Agonists of the Vanilloid Receptor 1; Transient receptor potential cation channel subfamily V member 1 (Homo sapiens), Q8NER1; activation, % at 8.33 µM; 0.19% of 320,000 active; TRPV1-expressing cells, Fluo-8 calcium influx, agonist mode; in the data active = activation above about 80%; inconclusive = between about 30% and that limit; also: 0% is about no effect
Target sequence (Q8NER1 whole entry, looked up): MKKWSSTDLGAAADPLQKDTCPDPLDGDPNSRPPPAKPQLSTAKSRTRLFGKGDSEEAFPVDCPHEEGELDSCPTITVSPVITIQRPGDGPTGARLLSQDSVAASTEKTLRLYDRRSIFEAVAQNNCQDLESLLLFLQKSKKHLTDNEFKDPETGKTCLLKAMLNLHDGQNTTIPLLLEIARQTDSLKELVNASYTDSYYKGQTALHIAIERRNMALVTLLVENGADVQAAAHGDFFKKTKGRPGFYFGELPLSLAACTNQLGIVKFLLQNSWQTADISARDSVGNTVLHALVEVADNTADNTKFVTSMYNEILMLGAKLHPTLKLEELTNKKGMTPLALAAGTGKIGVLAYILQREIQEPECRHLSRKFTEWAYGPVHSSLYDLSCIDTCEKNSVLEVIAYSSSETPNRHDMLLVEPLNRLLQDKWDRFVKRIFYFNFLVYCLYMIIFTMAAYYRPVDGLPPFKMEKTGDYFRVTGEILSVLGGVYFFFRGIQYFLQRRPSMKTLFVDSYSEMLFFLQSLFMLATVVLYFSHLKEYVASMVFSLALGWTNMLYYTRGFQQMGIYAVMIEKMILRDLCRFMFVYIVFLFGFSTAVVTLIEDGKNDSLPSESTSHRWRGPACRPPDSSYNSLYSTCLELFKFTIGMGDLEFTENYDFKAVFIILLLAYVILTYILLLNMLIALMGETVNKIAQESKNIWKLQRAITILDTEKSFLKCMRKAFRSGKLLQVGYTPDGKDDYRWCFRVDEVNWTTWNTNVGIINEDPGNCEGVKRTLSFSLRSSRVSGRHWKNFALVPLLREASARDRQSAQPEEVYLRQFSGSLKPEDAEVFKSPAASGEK
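TRPV1-expressing cells were cultured overnight at 35.5C and loaded with Fluo-8 calcium dye for 40 to 90 min at room temperature. After a 10 s baseline, compound was added and calcium influx was read kinetically for 3 min (ex 480/em 520 nm).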
TCR activator – Activators of T cell receptors: qHTS campaign. primary human leukocytes, anti-CD3, IL-2 HTRF, 48 h. Potency, µM (doses to about 9.22 µM), without a hit: top-dose activation of IL-2 secretion, most hits filed as activators. 330,000 tested, under 10 active. AID 504894, 2011; also: % of control where 0% means no effect
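Human primary leukocytes + a-CD3 beads + cpd, 48 hr; IL-2 in supernatant by HTRF (ex 320nm / em 665nm). No co-stimulatory signal supplied.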
An asterisk follows results filed as active; ? = inconclusive; · = not tested or not shown; [ ] = another dose, or the depositor's remark. Unless noted, calls follow the shape of the dose curve; as a rule, active = well fitted curve in the direction sought with a large enough effect; inconclusive = small, poorly fitted or top-dose-only effect, or another doubt; inactive = no such curve, though single readings can be large; an effect the other way counts as inactive or inconclusive.

Preview:
SMILES	MLL CXXC-DNA inh	B2AR arrestin	PTAP TSG101 blk	ELG1 repair inh	p53 reactivation	a7 integrin act	AT treatment	BRCA1 expr up	TRPV1 agonist	TCR activator
CCN(CC(=O)NCc1cccs1)C(=O)/C=C/c1ccc(Cl)c(Cl)c1	·	-0.9%	0%	4%	0%	-17%	-1%	-36%	26	5%
O=C(Cc1ccccc1)O/N=C1\CCCc2ccccc21	7%	0.3%	-6%	-5%	9%	6%	2%	-14%	25	5%
CCOc1ccc(NC(=O)Nc2ccccc2C(N)=O)cc1	-4%	0.4%	-2%	21%	-1%	4%	-6%	2%	14	-2%
CCn1c(CSc2nnc(-c3ccc4c(c3)OCO4)o2)nc2cc(S(=O)(=O)N(C)C)ccc21	20%	-0.4%	-4%	15µM*	0%	-9%	6%	-44%	1	·
CC(C)(C)N/N=C/c1c(O)n(-c2ccc(Cl)cn2)c(=O)c2ccccc12	7%	?	-4%	?	9%	-35%	-6%	-20%	-4	?
COc1cc(SC)ccc1C(=O)N(Cc1ccccc1)c1ccccn1	-9%	-0.8%	-3%	?	-2%	-15%	0%	0%	8	-3%
O=C(c1ccc(Cl)c(S(=O)(=O)N2CCOCC2)c1)N(c1ccccn1)C1CCCCC1	15%	0.1%	0%	?	-1%	-6%	0%	-11%	16	1%
CC(=O)Nc1c(-c2ccc3ccccc3c2)nc2ccccn12	9%	-0.1%	0%	?	?	0%	0%	79%	0	2%
N#Cc1ccccc1S(=O)(=O)Nc1ccc2c(c1)OCCO2	-9%	-2.9%	-2%	11%	-26%	7%	-3%	12%	0	·

The list itself, repeating the preview:
SMILES	MLL CXXC-DNA inh	B2AR arrestin	PTAP TSG101 blk	ELG1 repair inh	p53 reactivation	a7 integrin act	AT treatment	BRCA1 expr up	TRPV1 agonist	TCR activator
CCN(CC(=O)NCc1cccs1)C(=O)/C=C/c1ccc(Cl)c(Cl)c1	·	-0.9%	0%	4%	0%	-17%	-1%	-36%	26	5%
O=C(Cc1ccccc1)O/N=C1\CCCc2ccccc21	7%	0.3%	-6%	-5%	9%	6%	2%	-14%	25	5%
CCOc1ccc(NC(=O)Nc2ccccc2C(N)=O)cc1	-4%	0.4%	-2%	21%	-1%	4%	-6%	2%	14	-2%
CCn1c(CSc2nnc(-c3ccc4c(c3)OCO4)o2)nc2cc(S(=O)(=O)N(C)C)ccc21	20%	-0.4%	-4%	15µM*	0%	-9%	6%	-44%	1	·
CC(C)(C)N/N=C/c1c(O)n(-c2ccc(Cl)cn2)c(=O)c2ccccc12	7%	?	-4%	?	9%	-35%	-6%	-20%	-4	?
COc1cc(SC)ccc1C(=O)N(Cc1ccccc1)c1ccccn1	-9%	-0.8%	-3%	?	-2%	-15%	0%	0%	8	-3%
O=C(c1ccc(Cl)c(S(=O)(=O)N2CCOCC2)c1)N(c1ccccn1)C1CCCCC1	15%	0.1%	0%	?	-1%	-6%	0%	-11%	16	1%
CC(=O)Nc1c(-c2ccc3ccccc3c2)nc2ccccn12	9%	-0.1%	0%	?	?	0%	0%	79%	0	2%
N#Cc1ccccc1S(=O)(=O)Nc1ccc2c(c1)OCCO2	-9%	-2.9%	-2%	11%	-26%	7%	-3%	12%	0	·
COc1ccc(NC(=O)c2n[nH]c(=O)c3ccccc23)cc1S(=O)(=O)N1CCCCC1	-1%	-0.7%	-6%	23µM*	-8%	-29%	1%	-17%	8	15%[46.1 µM]
Cc1ccc(C)c(S(=O)(=O)N2CCN(C(=O)CSc3ccccc3F)CC2)c1	12%	-0.2%	-1%	?	-14%	?	-6%	-13%	6	-9%
O=C(Nc1cccc(O)c1)c1ccccc1[N+](=O)[O-]	-8%	-1.0%	0%	0%	0%	24%	1%	4%	1	2%
S=C(NCc1ccc2c(c1)OCO2)NCc1ccco1	?	-0.2%	-3%	?	17%	-12%	5%	-1%	?	-5%
O=C(c1cccs1)N1CCN(c2nc3c(F)cc(F)cc3s2)CC1	·	0.3%	-3%	3%	6%	4%	7%	59%	?	-7%
CCn1c(=O)c2ccccc2n(Cc2cccc(C)c2)c1=O	-7%	-0.1%	-1%	-7%	·	-13%	6%	-18%	7	·
CC(C)N(O)C(=O)NC(C)(C)C	0%	-0.3%	0%	14%	-2%	-17%	12%	-7%	-1	1%
O=c1cc(CN2CCN(c3cccc(C(F)(F)F)c3)CC2)nc2sccn12	-4%	-1.1%	0%	?	-8%	-3%	4%	-24%	-1	7%
O=C1NC(=S)S/C1=C\c1coc2ccccc2c1=O	-3%	0.0%	-1%	17%	7%	0%	-6%	-7%	0	-3%
CN(c1ccccc1)S(=O)(=O)c1cccc(NC(=O)CSc2nnc(N)s2)c1	-5%	-0.1%	1%	?	-2%	-30%	-3%	13%	25	2%[46.1 µM]
O=C(N/N=C/c1cc(Cl)cc([N+](=O)[O-])c1O)C1CC1	1%	0.2%	-3%	-15%	1%	21%	1%	-31%	0	-4%

Full records as entered above. Values in the order: MLL CXXC-DNA inh, B2AR arrestin, PTAP TSG101 blk, ELG1 repair inh, p53 reactivation, a7 integrin act, AT treatment, BRCA1 expr up, TRPV1 agonist, TCR activator
Record of N#Cc1ccccc1S(=O)(=O)Nc1ccc2c(c1)OCCO2 : -9%, -2.9%, -2%, 11%, -26%, 7%, -3%, 12%, 0, ·
Record of O=C1NC(=S)S/C1=C\c1coc2ccccc2c1=O : -3%, 0.0%, -1%, 17%, 7%, 0%, -6%, -7%, 0, -3%

More structures:
SMILES	MLL CXXC-DNA inh	B2AR arrestin	PTAP TSG101 blk	ELG1 repair inh	p53 reactivation	a7 integrin act	AT treatment	BRCA1 expr up	TRPV1 agonist	TCR activator
O=C(COc1ccc(Cl)cc1Cl)N(c1ccccn1)C1CCCCC1	-13%	-0.9%	-2%	?	?	-7%	7%	-14%	17	4%
COC(=O)c1ccccc1NC(=O)C1CCC(=O)N1S(=O)(=O)c1ccc(C)cc1 (stereo not given)	-15%	-0.3%	·	-12%	-8%	12%	6%	20%	-8	·
NC(=S)N/N=C/c1coc2ccc(O)cc2c1=O	-1%	-0.3%	-2%	?	3%	44%	-4%	0%	·	-17%
O=C(NNC(=O)c1ccco1)c1cccc(Br)c1	24%	0.3%	-1%	-9%	-5%	-16%	8%	14%	4	4%
COc1ccccc1/C=N/OC(=O)c1ccc(C)cc1	1%	0.5%	-2%	11%	9%	5%	6%	-6%	21	·
Cc1onc(-c2ccccc2)c1-c1csc(N/N=C/c2ccccc2)n1	2%	-0.9%	-3%	?	2%	-11%	7%	-44%	4	6%
C=CCNC(=O)NC(=O)COC(=O)/C(C#N)=C/c1ccc(OC)cc1	24%	0.2%	-2%	16%	-6%	-10%	-3%	-6%	-6	·
CCC(C)(C)C1CCC2(CC1)NC(=O)N(CC(=O)N1CCN(S(=O)(=O)c3cc(C)ccc3C)CC1)C2=O (stereo not given)	?	-0.2%	·	1%	·	11%	9%	-16%	2	1%
CCCCC(=O)Nc1ncc2c(n1)CC(C)(C)CC2=O	5%	-1.0%	0%	?	33%	-2%	-6%	14%	0	4%
S=C(NC1CCCCC1)NC1CC2CCC(C1)N2Cc1ccccc1 (stereo not given)	15%	-0.3%	-2%	-12%	-2%	-52%[inhibitor]	-1%	-73%	1	3%
Cc1ccnc(-n2c(C)cc(/C=N/NC(=O)COc3cccc4cccnc34)c2C)c1	-8%	-0.3%	-1%	8%	-5%	-25%	-11%	-1%	-2	2%
COCCn1c(SC(C)C(=O)NC2CCCCC2C)nc2ccccc2c1=O (stereo not given)	·	-0.1%	1%	6%	-3%	-25%	-11%	-14%	14	-3%
CC1CCc2nc(NC(=O)CSc3nc4ccccc4o3)sc2C1 (stereo not given)	10%	-0.4%	-1%	?	?	-53%[inhibitor]	-10%	-14%	4	-1%
O=C(NCc1ccco1)c1cccc(S(=O)(=O)N2CCCCC2)c1	1%	0.0%	-3%	-23%	8%	-23%	0%	-7%	2	-3%[46.1 µM]
CCOC(=O)NN1C(=O)c2ccccc2NC1c1ccccc1F (stereo not given)	2%	-0.2%	-4%	-3%	-3%	23%	6%	-8%	2	9%
CCNc1nc(N)nc(Oc2ccc(OCCOc3ccccc3)nn2)n1	5%	0.1%	-8%	?	-12%	4%[7.66 µM]	14%	-11%	3	-3%
CC(C)CNC(CC(=O)Nc1cccc([N+](=O)[O-])c1)C(=O)O (stereo not given)	16%	0.1%	0%	7%	9%	?	0%	-7%	3	14%[46.1 µM]
